High-throughput results from PubChem.
phage Ecoli inh = growth loss of phage-infected E. coli, primary screen, RecBCD inhibitor project, absorbance, with phage, HTS; inhibition, % at 11.9 µM; 0.26% of 360,000 active; in the data active = inhibition above about 11%
SUMO Mot1 rescue = yeast Mot1-301 growth rescue at high temperature, primary screen, SUMOylation pathway inhibitor project, S. cerevisiae, ATP luminescence, 38.5C | S. cerevisiae Mot1-301 growth rescue; percent above DMSO median, 100 means doubled | growth rescue, % at 18.8 µM | 1% of 320,000 active;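 active = every valid replicate shows activation above 250% relative to neutral control wells; inactive = the rest, any valid replicate at or below 250%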;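 note: OY570 slx delta 5 strain wells were the positive control but not used for scaling; some compounds called inactive have numbers as strong as hits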
Pemphigus Ab inh = inhibitors of pemphigus antibody binding to DSG3, primary screen, biochemical, bead-based, flow cytometry, scFv-GFP. Desmoglein-3 (Homo sapiens), P32926. DSG3-coupled beads, scFv-anti-DSG3-GFP binding; active compounds read low. 0.48% of 310,000 active. binding (percent of control), % at 10 µM;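 active = binding more than 3 SD below its plate's average and above zero; inconclusive = below that plate limit but binding exactly zero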;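 note: hits lower antibody fragment binding to DSG3; some compounds called inactive have numbers as strong as hits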
Arr AP2 block = inhibitors of beta-arrestin/AP2 binding, primary screen, biochemical, GPCR trafficking, flow cytometry. beta-arrestin 1 C-terminal peptide binding to AP2 beta2-adaptin appendage (human). FITC-arrestin peptide / GST-AP2 beads; AP2 beta2 appendage carries R879A mutation. inhibition, % at 10 µM. 0.31% of 340,000 active. AID 504490, 2011;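 active = inhibition above a set limit, near 3 SD of compounds lacking own fluorescence, cut at about 54% in these data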;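 note: plate controls were DMSO wells for no effect and 5 µM unlabelled arrestin peptide for full effect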
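test system = AP2 appendage R879A on GSH beads | buffer or medium = PBS plus Tween 20 (0.05%) and BSA (0.1%) | incubation = 12 min plus 1 h, RT | detection = bead flow cytometry, FITC channel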
Tat export inh = E. coli Tat export inhibitors, primary screen, MC4100, TorA-mCherry reporter, fluorescence, single point; inhibition, % at 10 µM; 0.036% of 340,000 active; AID 488895, 2010;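 active = mean replicate inhibition at least 50% and at least half of replicates individually reaching 50%; inconclusive = only one of the two criteria met; inactive = neither criterion met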;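 note: exported cargo escapes ClpAP degradation while cytoplasmic cargo is degraded and loses fluorescence; 0% = median of neutral control wells and 100% = median of NaSCN control wells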
PKA-R1A act = activators of PKA-R1A holoenzyme, primary screen, biochemical, fluorescence polarization, Cy5-IP20, bovine R1A, mouse PKAc. cAMP-dependent protein kinase type I-alpha regulatory subunit (Bos taurus) + …. PKA-R1A dissociation; scaled: DMSO 0%, 113 µM cGMP 100%. activation, % at 11.4 µM. 0.083% of 340,000 active. AID 504707, 2011;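 active = percent activation above the mean of all tested compounds plus 3 SD, cut at about 19% in these data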;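 note: higher means more PKAc released from R1A so a rise in polarization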
OPRM1-OPRD1 inv = inverse agonists of MOR-DOR heterodimerization, primary screen, cell-based, luminescence; Mu-type opioid receptor (Homo sapiens) + Delta-type opioid receptor (Homo sapiens), …; 0.21% of 340,000 active; inhibition, % at 9.3 µM; cell-based MOR-DOR heterodimer luminescence, inverse agonism; in the data active = inhibition above about 22%, passing the limit was not always enough;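 note: 0% = cells with DMSO and 100% = wells without cells with DMSO; values of inactives mirror those of a sister screen read the other way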
Target sequence (P35372 whole entry, looked up): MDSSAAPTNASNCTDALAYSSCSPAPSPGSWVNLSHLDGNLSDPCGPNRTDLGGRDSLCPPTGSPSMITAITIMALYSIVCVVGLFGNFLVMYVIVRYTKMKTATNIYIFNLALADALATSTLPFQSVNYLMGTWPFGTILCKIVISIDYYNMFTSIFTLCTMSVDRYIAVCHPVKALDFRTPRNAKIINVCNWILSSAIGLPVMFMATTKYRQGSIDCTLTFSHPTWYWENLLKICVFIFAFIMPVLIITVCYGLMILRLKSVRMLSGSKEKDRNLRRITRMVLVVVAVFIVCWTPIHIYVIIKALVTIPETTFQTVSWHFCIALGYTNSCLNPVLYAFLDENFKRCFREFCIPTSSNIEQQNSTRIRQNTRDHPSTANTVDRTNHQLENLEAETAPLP
Target sequence (P41143 whole entry, looked up): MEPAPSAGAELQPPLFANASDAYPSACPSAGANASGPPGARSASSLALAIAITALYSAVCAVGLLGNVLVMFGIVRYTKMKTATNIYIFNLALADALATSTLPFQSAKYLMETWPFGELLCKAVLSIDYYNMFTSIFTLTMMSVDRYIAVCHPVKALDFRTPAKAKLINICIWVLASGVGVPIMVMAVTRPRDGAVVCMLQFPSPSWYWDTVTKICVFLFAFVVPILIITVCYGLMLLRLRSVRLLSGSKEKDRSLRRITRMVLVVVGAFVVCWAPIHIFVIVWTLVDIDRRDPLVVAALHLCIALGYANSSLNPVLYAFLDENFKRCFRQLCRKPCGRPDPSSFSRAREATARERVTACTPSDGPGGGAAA
OPRM1-OPRD1 ag = agonists of OPRM1-OPRD1 heterodimerization, primary screen, cell-based, luminescence | Mu-type opioid receptor (Homo sapiens) + Delta-type opioid receptor (Homo sapiens), … | cells | activation, % at 9.3 µM | 0.3% of 340,000 active | AID 504326, 2011; in the data active = activation above about 18%;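 note: 0% = vehicle-treated cells and 100% = reference agonist; values of inactives mirror those of a sister screen read the other way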
Ecoli viability = E. coli V3065 growth inhibition, primary screen, counter-screen for AddAB inhibitor project, absorbance, OD600; inhibition, % at 11.9 µM; AID 449728, 2010; 18 h; 0.27% of 330,000 active;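 active = inhibition above the campaign's mean inhibition across all tested compounds plus 3 SD, cut at about 9.9% in these data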;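 note: uninfected addAB+ strain grown without phage in ampicillin broth; 0% = DMSO wells and 100% = ciprofloxacin 0.95 µg/ml wells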
PfHsp90 set2 = growth inhibition of PfHsp90-expressing yeast, primary screen, antimalarial PfHsp90 inhibitor project, S. cerevisiae, BacTiter-Glo luminescence, single point, set 2; inhibition, % at 9.4 µM; 0.32% of 310,000 active; BacTiter-Glo ATP, 48 h; yeast lacking PDR1 and PDR3 efflux regulators;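 active = every replicate shows inhibition above about 80%, whatever the replicate mean, limit read from the data; inconclusive = mean inhibition reaches the set limit but some replicate falls short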;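 note: 0% = DMSO neutral controls and 100% = 20 µM radicicol positive controls; yeast relying on Plasmodium falciparum Hsp90 in place of its own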
AddAB inh = growth inhibition of E. coli expressing H. pylori AddAB, primary screen, AddAB inhibitor project, absorbance; inhibition, % at 11.9 µM; 0.29% of 330,000 active; AID 435030, 2010; in the data active = inhibition above about 12%;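 note: 0% = vehicle wells of infected cells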
An asterisk follows results filed as active; ? = inconclusive; . = not tested or not shown.

Under each structure: phage Ecoli inh, SUMO Mot1 rescue, Pemphigus Ab inh, Arr AP2 block, Tat export inh, PKA-R1A act, OPRM1-OPRD1 inv, OPRM1-OPRD1 ag, Ecoli viability, PfHsp90 set2, AddAB inh
1. COCc1cc(=O)[nH]c(Nc2nc3ccc(C)cc3o2)n1
→ -0.4, 1, 101, -4, 1, -4, 26, -4.5, -4.0, -2, -2.1
2. Nn1c(SC/C=C/c2ccccc2)nnc1-c1ccncc1
→ 4.2, -2, 104, 3, -3, -17, -5, 0.9, -1.2, 3, 2.4
3. CCN(CC)c1ccc(/C=C2/C(=O)c3ccc(C(=O)O)cc3C2=O)cc1
→ 1.6, -7, ., -54, 0, -2, -83, 17, -0.7, 1, 0.3
4. NNC(=O)c1cccc(COCC(F)(F)C(F)F)c1
→ 2.5, 12, ., 3, -2, -7, 13, -2.7, 0.2, -5, 1.9
5. CCOc1ccc(CCNC(=O)COC(=O)c2ccc[nH]c2=O)cc1OCC
→ 2.5, -16, 107, -4, -5, 18, -2, 0.4, 2.8, 14, 3.4
6. O=C(Cc1ccc(Cl)cc1)Nc1cccc2ncccc12
→ 0.0, 25, 103, 6, 6, 5, 7, -1.4, 1.4, 19, 0.6
7. CCN1CCN(S(=O)(=O)c2ccc(Cl)c(C(=O)NC3CCCC3)c2)CC1
→ 3.5, 0, 95, 27, 2, -3, 8, -1.2, 1.5, -8, 3.5
8. CCOc1ccccc1NC(=O)C(OC(=O)c1ccc(O)cc1)c1ccccc1 (stereo not drawn)
→ 3.7, 1, 104, 7, -9, -5, -8, 1.5, -0.3, 1, 0.9
9. CNc1nnc(-c2ccc(C)cc2)c2ccccc12
→ 8.2, 6, 101, -2, 1, -12, 8, -1.4, 2.8, 2, 4.2
10. CCCCNC(=S)NNC(=O)C12CC3CC(CC(C3)C1)C2
→ 0.4, -10, 104, 8, -3, -6, 4, -0.7, -4.2, 9, -3.5

Overlap with the part before: 2 compounds; new compounds follow.
Under each structure: phage Ecoli inh, SUMO Mot1 rescue, Pemphigus Ab inh, Arr AP2 block, Tat export inh, PKA-R1A act, OPRM1-OPRD1 inv, OPRM1-OPRD1 ag, Ecoli viability, PfHsp90 set2, AddAB inh
9. CNc1nnc(-c2ccc(C)cc2)c2ccccc12
→ 8.2, 6, 101, -2, 1, -12, 8, -1.4, 2.8, 2, 4.2
10. CCCCNC(=S)NNC(=O)C12CC3CC(CC(C3)C1)C2
→ 0.4, -10, 104, 8, -3, -6, 4, -0.7, -4.2, 9, -3.5
11. CCCC(=O)N(CC(=O)Nc1sc(C)c(C)c1C(N)=O)Cc1ccccc1
→ 2.8, -13, 100, 2, -3, -12, 8, -1.6, 1.1, -1, 2.0
12. CC(=O)c1ccc(NC(=O)CCC(=O)N2CC(C)Oc3ccc(C)cc32)cc1 (stereo not drawn)
→ 2.0, -9, 94, -9, 2, 6, 2, -0.5, 2.6, 4, 1.4
13. O=C(O)c1ccc2c(c1)OCCOCCOCCOCCOCCO2
→ 3.3, 12, 97, 5, -4, 1, 5, -1.0, 1.2, -22, -0.7
14. O=C(Nc1cccnc1)c1ccc2c(c1)C(=O)N(Cc1cccnc1)C2=O
→ -0.1, -10, ., 2, 14, -3, 1, -0.2, -1.1, -11, -1.0
15. Cc1ccc2c(c1)NC(=O)[C@@]1(C)[C@@H](c3ccccc3)[C@H]3COc4ccccc4[C@@H]3N1C2=O
→ 3.3, 235, 99, -4, 7, -3, 7, -1.4, 1.5, 19, 5.7
16. CC(OC(=O)Cc1c(F)cccc1Cl)C(=O)NC1(C#N)CCCCC1 (stereo not drawn)
→ 3.7, 11, 98, 40, 4, -5, 6, -1.0, 0.9, ., 1.6
17. CCN(CC)CCN(C)c1ccc(N2C(=O)C3CC=CCC3C2=O)cc1[N+](=O)[O-] (stereo not drawn)
→ 6.7, ., 98, 4, 0, -5, 0, -0.1, -1.4, 18, 2.7
18. Cc1ccccc1-n1cc(CNCc2c(C(=O)N(C)C)nc3ccc(Cl)cn23)cn1
→ -2.0, 0, 91, 15, 4, -2, 6, -1.1, -1.1, 20, 0.3
19. Cc1c(C(=O)O)oc2c1C(O)CCC2 (stereo not drawn)
→ 2.3, -3, 101, 3, -3, 5, 6, -1.2, 1.2, 14, 1.3
20. O=C(NCc1cccnc1)C(=O)NC1CCCCC1
→ 4.0, -20, 99, 7, -8, 7, 2, -0.3, -3.8, -6, 0.2

Among those listed so far, these have a Cl atom:
Under each structure: phage Ecoli inh, SUMO Mot1 rescue, Pemphigus Ab inh, Arr AP2 block, Tat export inh, PKA-R1A act, OPRM1-OPRD1 inv, OPRM1-OPRD1 ag, Ecoli viability, PfHsp90 set2, AddAB inh
6. O=C(Cc1ccc(Cl)cc1)Nc1cccc2ncccc12
→ 0.0, 25, 103, 6, 6, 5, 7, -1.4, 1.4, 19, 0.6
7. CCN1CCN(S(=O)(=O)c2ccc(Cl)c(C(=O)NC3CCCC3)c2)CC1
→ 3.5, 0, 95, 27, 2, -3, 8, -1.2, 1.5, -8, 3.5
16. CC(OC(=O)Cc1c(F)cccc1Cl)C(=O)NC1(C#N)CCCCC1 (stereo not drawn)
→ 3.7, 11, 98, 40, 4, -5, 6, -1.0, 0.9, ., 1.6
18. Cc1ccccc1-n1cc(CNCc2c(C(=O)N(C)C)nc3ccc(Cl)cn23)cn1
→ -2.0, 0, 91, 15, 4, -2, 6, -1.1, -1.1, 20, 0.3

(listing goes on)
Under each structure: phage Ecoli inh, SUMO Mot1 rescue, Pemphigus Ab inh, Arr AP2 block, Tat export inh, PKA-R1A act, OPRM1-OPRD1 inv, OPRM1-OPRD1 ag, Ecoli viability, PfHsp90 set2, AddAB inh
21. O=C(N/N=C/c1sc(N2CCOCC2)nc1-c1ccccc1)c1ccccc1Cl
→ 2.7, -3, 144, 2, -5, 7, 5, -1.0, -0.5, -19, 1.4
22. Cc1ccc(C2CC(C(F)(F)F)n3nc(C(=O)NCc4ccco4)cc3N2)cc1 (stereo not drawn)
→ 0.9, -7, 99, -9, -3, 2, -6, 1.3, -1.6, ., 2.3
23. NC(=O)c1ccccc1Nc1nc(NCCO)nc(N2CCCC2)n1
→ -0.9, -10, 100, 21, 0, 4, 12, -2.2, 1.6, -30, -0.9
24. NNC(=O)CN1CCN(c2ncc(C(F)(F)F)cc2Cl)CC1
→ 3.2, 6, 103, 3, -3, -7, -30, 5.7, -0.8, 23, 2.5
25. CC1=Nc2ccccc2N=C(NC(=O)c2ccccc2)C1c1ccc(Cl)cc1 (stereo not drawn)
→ 4.0, 10, 107, -2, 1, 0, 7, -1.3, 0.4, -12, 1.0
26. COCC(=O)Nc1ccccc1C#N
→ 0.8, -2, 104, 9, -1, -6, 9, -1.6, 1.0, -9, -1.2
27. CCN(CC)C(=O)CSc1nnc([C@@H](N)Cc2ccccc2)o1
→ -1.4, -10, 97, 0, -13, 1, -13, 2.5, -0.6, -17, -0.6
28. O=C(Nc1ccc(F)c(F)c1)c1cc(S(=O)(=O)N2CCN(c3ccccn3)CC2)ccc1F
→ 0.1, 4, 101, -4, -25, 1, -22, 4.0, -1.3, 2, 1.6
29. COc1ccccc1Sc1nc(-c2ccccn2)ncc1OC
→ 3.4, -10, 65, -3, -2, -7, 6, -1.3, -0.2, 35, 0.5
30. O=C(COC(=O)CCNS(=O)(=O)c1cccs1)Nc1cc(C(F)(F)F)ccc1Cl
→ 6.1, 14, 101, 25, -3, 1, -4, 1.0, -2.5, -3, -3.0

Continued.
Under each structure: phage Ecoli inh, SUMO Mot1 rescue, Pemphigus Ab inh, Arr AP2 block, Tat export inh, PKA-R1A act, OPRM1-OPRD1 inv, OPRM1-OPRD1 ag, Ecoli viability, PfHsp90 set2, AddAB inh
31. CN1CCN(C2Cc3ccccc3Sc3cc(C(F)(F)F)ccc32)CC1 (stereo not drawn)
→ 0.6, -5, 103, 7, ., ., ., ., 0.5, ., 1.7
32. COc1ccc2cc(-c3[nH]ncc3CNCCn3nc(C)cc3C)ccc2c1
→ 4.3, ., 106, 19, -4, -1, -9, 1.7, 0.2, -20, 1.0
33. CCCCCCCCCCCC(=O)c1c(O)cccc1O
→ 2.9, -12, 106, 1, 5, -11, -11, 2.3, 0.3, 5, 2.0
34. CC(=O)c1ccccc1NS(=O)(=O)c1c(C)nn(-c2ccccc2)c1C
→ 3.2, 5, 96, 1, 5, 12, 11, -2.2, 1.0, 10, 3.2
35. COc1cc(OC)cc(C(=O)NCCNC(=O)c2ccccn2)c1
→ -0.5, -11, 95, -8, 10, -2, 10, -1.6, -2.7, 25, 1.5
36. COc1ccc(C2=NS(=O)(=O)N(C)C(C(=O)NCc3ccc4c(c3)OCO4)=C2)cc1
→ 2.4, -10, 102, -4, 6, -8, 2, -0.4, -0.8, 20, 0.8
37. O=[N+]([O-])c1cccc(NN=Nc2ccccc2)c1
→ 0.3, 82, 101, 33, 7, 7, -20, 4.6, -3.0, -19, 0.3
38. Cc1ccc(C)c(NC(=O)CSc2ccc(S(=O)(=O)N3CCCC3)cn2)c1
→ 0.6, 4, 100, 13, -5, -20, 2, -0.6, -2.2, -3, -1.3
39. CCOCCCNC(=S)NCCNc1nc2c(C)cccc2cc1C#N
→ ., 4, 101, 7, 2, -11, 2, -0.4, -1.2, -25, -2.5
40. O=C(Nc1cc(S(=O)(=O)N2CCOCC2)ccc1N1CCCC1)c1ccc(Cl)cc1
→ 0.8, ., 98, 5, ?, -16, -13, 2.0, ., -8, .
41. Cc1ccccc1N1CCN(S(=O)(=O)c2nnc(NC(=O)c3ccco3)s2)CC1
→ 1.4, 10, 99, 26, 1, 0, 8, -1.5, 0.3, 31, 2.1
42. Nc1nc(N2CCN(C(=O)c3ccco3)CC2)nc2ccc(Br)cc12
→ ., -2, 102, 26, 5, 0, -16, 3.2, 0.3, 4, -2.5
43. COc1ccc(CCN(C)Cc2c(O)ccc3cc(Br)ccc23)cc1OC
→ 0.9, 21, 117, -3, -5, 4, 0, 0.1, -1.8, 21, -2.4
